FBA Mtb inh = Mtb FBA enzyme inhibitors, primary screen, biochemical, fluorescence, strain H37Rv; Fructose-bisphosphate aldolase (Mycobacterium tuberculosis (strain ATCC 25618 / H37Rv)), …; purified M. tuberculosis FBA, fluorescence read-out; inhibition, % at 1 µM; 2.3% of 360,000 active; AID 588726, 2011; in the data active = inhibition above about 27%;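 note: 0% = vehicle and 100% = reference inhibitor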
Target sequence (P9WQA3 whole entry, looked up): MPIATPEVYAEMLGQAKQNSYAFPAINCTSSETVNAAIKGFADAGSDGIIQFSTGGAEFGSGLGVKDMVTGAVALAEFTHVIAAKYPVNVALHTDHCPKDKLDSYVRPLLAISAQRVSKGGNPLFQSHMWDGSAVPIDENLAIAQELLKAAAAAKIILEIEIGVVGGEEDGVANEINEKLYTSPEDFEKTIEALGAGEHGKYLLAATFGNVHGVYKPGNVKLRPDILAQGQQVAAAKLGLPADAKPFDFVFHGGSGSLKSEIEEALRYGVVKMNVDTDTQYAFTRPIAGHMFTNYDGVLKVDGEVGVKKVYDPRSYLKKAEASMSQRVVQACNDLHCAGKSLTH
BoNT-F LC inh = BoNT/F light chain protease inhibitors, primary screen, biochemical, flow cytometry, MLPCN library. inhibition, % at 10 µM. 0.22% of 360,000 active. Multiplex microsphere protease cleavage assay. Botulinum neurotoxin type F light chain protease (Clostridium botulinum); in the data active = inhibition above about 35%, passing the limit was not always enough; inconclusive = no clear call, values can overlap the other calls; note: plate controls were buffer without enzyme for full effect and enzyme alone for no effect
Mtb BioA inh = M. tuberculosis BioA enzyme inhibitors, primary screen, biochemical, plate reader, single point, HTS; 7,8-diaminopelargonic acid synthase BioA (Mycobacterium tuberculosis); purified M. tuberculosis BioA enzyme; inhibition, % at 9.99 µM; 0.096% of 360,000 active; in the data active = inhibition above about 40%; inconclusive = no clear call, values can overlap the other calls
FadD28 binding = inhibitors of FadD28 bisubstrate probe binding, primary screen, biochemical, fluorescence polarization, single point. 0.22% of 360,000 active. inhibition, % at 12.5 µM. AID 588549, 2011; in the data active = inhibition above about 8.5%, passing the limit was not always enough; inconclusive = no clear call, values can overlap the other calls
PrPC TRFRET = inhibitors of human cell surface prion protein PrPC, primary screen, cell-based, TR-FRET. 0.43% of 370,000 active. TR-FRET read-out. AID 720596, 2013. Major prion protein (Homo sapiens), P04156. inhibition, % at 13.8 µM; in the data active = inhibition above about 24%; note: 0% = median of the test wells and 100% = reference compound wells
CCHFV vOTU inh = CCHFV vOTU protease inhibitors, primary screen, biochemical, Pep-AMC substrate, fluorescence. 0.55% of 370,000 active. Crimean-Congo hemorrhagic fever virus L polyprotein viral ovarian tumor (vOTU) protease …. inhibition, % at 11.5 µM. AID 651958, 2012; note: 0% = vehicle wells with enzyme and 100% = no enzyme wells
Mtb UGM inh = M. tuberculosis UGM enzyme inhibitors, primary screen, biochemical, fluorescence polarization, single point. UDP-galactopyranose mutase (Mycobacterium tuberculosis (strain ATCC 25618 / H37Rv)), …. purified UGM, fluorescence polarization probe displacement. inhibition, % at 10 µM. 0.06% of 320,000 active; in the data active = inhibition above about 10%, passing the limit was not always enough; inconclusive = no clear call, values can overlap the other calls
Target sequence (P9WIQ1 whole entry, looked up): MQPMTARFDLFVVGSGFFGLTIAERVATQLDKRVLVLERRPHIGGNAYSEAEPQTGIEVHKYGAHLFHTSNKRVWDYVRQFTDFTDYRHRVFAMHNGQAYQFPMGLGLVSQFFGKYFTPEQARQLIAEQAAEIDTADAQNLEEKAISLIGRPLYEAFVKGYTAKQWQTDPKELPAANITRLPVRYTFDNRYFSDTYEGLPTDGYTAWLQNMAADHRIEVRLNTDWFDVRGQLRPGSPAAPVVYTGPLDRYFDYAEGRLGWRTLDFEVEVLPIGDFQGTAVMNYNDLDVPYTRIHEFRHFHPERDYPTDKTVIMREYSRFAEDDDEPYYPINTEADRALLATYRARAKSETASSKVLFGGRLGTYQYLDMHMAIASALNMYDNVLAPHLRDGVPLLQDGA
BoNT A protease = BoNT/A light chain protease inhibitors, primary screen, biochemical, flow cytometry, MLPCN library; 0.17% of 360,000 active; multiplex microsphere protease substrate cleavage; AID 588499, 2011; inhibition, % at 10 µM; Botulinum neurotoxin type A light chain protease (Clostridium botulinum A str. ATCC 3502); in the data active = inhibition above about 30%; inconclusive = no clear call, values can overlap the other calls; note: plate controls were buffer without enzyme for full effect and enzyme alone for no effect
GDH-TPI inh = GDH-TPI coupling enzyme inhibitors, primary screen, artefact control for M. tuberculosis FBA inhibitor project, biochemical, absorbance, full deck; 1.2% of 360,000 active; inhibition, % at 4.8 µM; GDH-TPI coupled enzyme counterscreen, NADH absorbance;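 note: 0% = DMSO wells and 100% = wells lacking the enzyme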
* marks the source's active call; other numbers are inactive results; ? = inconclusive; · = no result given; + = active, no number; & = joins results of further samples. Cut-off read from the data, not from the text of the source, unless noted: active = inhibition above about 30%; inactive = the rest.

SMILES	FBA Mtb inh	BoNT-F LC inh	Mtb BioA inh	FadD28 binding	PrPC TRFRET	CCHFV vOTU inh	Mtb UGM inh	BoNT A protease	GDH-TPI inh
CCC(C)Nc1nc2c(c(=O)n(C)c(=O)n2C)n1C (configuration not stated)	-1	-8	-0.6	-1.1	-1	2	-2.0	-0.4	4
Cc1oc(-c2cccs2)nc1CN1CCN(CCC(C)C)C(CCO)C1 (configuration not stated)	3	-6	·	-2.1	-8	-4	1.0	4.0	7
CCOC(=O)C1=C(CNCc2ccc(C)cc2)NC(=O)NC1c1ccc(OC)cc1 (configuration not stated)	2	-9	1.9	-3.5	12	23	2.5	-1.0	2
COc1cc(C2c3cc4c(cc3CC3COC(=O)C32)OCO4)cc(OC)c1OC (configuration not stated)	2	0	2.2	0.4	12	-1	·	-0.1	0
Cc1ccc(-c2csc(=S)n2CC(=O)OCC(=O)NCc2ccco2)cc1	0	2	-0.8	-4.3	-1	2	-0.9	1.2	6
O=C1CC(N2CCN(c3ccccc3O)CC2)C(=O)N1Cc1ccccc1 (configuration not stated)	3	-6	-1.6	0.2	2	6	-1.9	-0.1	-1
COc1ccc(C(=O)OCC(=O)c2c(N)n(C)c(=O)n(C)c2=O)c(OC)c1OC	4	1	0.6	-3.6	-7	13	2.4	0.2	-14
CCn1nc(C)c(CN2CCN(Cc3ccsc3)C(CCO)C2)c1C (configuration not stated)	3	2	·	-4.6	-3	-4	-1.2	-0.2	1
Cc1ccc(N=C2SC(C(=O)O)CC(=O)N2C)cc1C (configuration not stated)	-2	1	1.8	0.7	-2	2	0.5	0.5	0
O=C(NC(=S)Nc1ccc(O)cc1)c1ccccc1Cl	-1	0	-0.4	-0.9	2	9	0.0	-0.3	2
COc1ccc(S(=O)(=O)N2CCCCCC2)cc1NC(=O)Cc1n[nH]c(=O)c2ccccc12	-2	-6	·	-6.6	4	-1	·	-1.7	0
O=C1CCC(C(=O)OCC(=O)C23CC4CC(CC(C4)C2)C3)N1 (configuration not stated)	1	-12	-0.4	-1.3	-6	3	0.9	0.5	0
CCOC(=O)[C@H]1[C@H]2COc3ccc(OC)cc3[C@@H]2N2C(=O)c3ccc(F)cc3NC(=O)[C@@]12C	5	-2	3.8	-0.6	-1	-4	1.8	-0.1	9
O=C(NC(=S)NNC(=O)c1ccccc1F)c1cccnc1	1	-10	-4.3	-0.6	-8	6	-0.7	-1.1	4
CC1(C)Cc2c(sc3c2c(=O)n(-c2ccc(Cl)cc2)c(=O)n3CC(N)=O)CO1	1	?	-0.1	-4.5	-8	-2	-0.1	0.9	2
COc1ccccc1C(=O)NNC(=S)NC(=O)c1cc(OC)c(OC)c(OC)c1	3	-6	·	-1.8	2	-2	0.5	-0.6	16
Cc1ccc(-c2nc3ncccc3o2)cc1N	-4	12	0.7	-3.9	-1	-9	1.1	-1.6	3
N#CCc1ccc(NC(=O)c2cc(S(=O)(=O)N3CCOCC3)ccc2Cl)cc1	2	2	-1.1	-0.9	11	-2	-0.4	-0.9	-1
O=Nc1c(-c2ccccc2)cc2ccccn12	-5	-10	8.4	-1.6	-27	-4	-1.7	0.1	11
Cc1nc2ccccc2c2nc(N)nn12	6	2	-0.4	-3.3	-5	-9	1.2	-0.4	5
CC(C)OC(=O)CSc1ncnc2c1cnn2Cc1ccccc1	1	?	-1.4	-1.1	-2	1	0.4	0.2	6
Cc1ccc(-n2nnnc2-c2cccnc2)cc1	-1	3	-0.3	-0.4	5	-2	0.1	0.9	7
O=C(CSc1nc(=O)n(CCCN2CCOCC2)c2c1CCCC2)Nc1cccc(F)c1	-3	·	25	-3.3	-2	3	1.5	·	-1
CCN(CC)C(=O)CSc1nc(O)cc(=O)n1CC	-1	0	-0.1	-3.7	1	6	4.5	0.0	1
CC1CCCC(NC(=O)COC(=O)c2sc3ccccc3c2Cl)C1C (configuration not stated)	-1	-13	0.6	-1.8	0	-5	-3.1	-1.2	-1

Going on with the list.
SMILES	FBA Mtb inh	BoNT-F LC inh	Mtb BioA inh	FadD28 binding	PrPC TRFRET	CCHFV vOTU inh	Mtb UGM inh	BoNT A protease	GDH-TPI inh
CN(Cc1ccccc1)S(=O)(=O)c1ccc(NC(=S)NC(=O)C2CCCCC2)cc1	1	-8	-4.6	0.1	4	-11	·	-0.7	17
Cc1cc(C)cc(-n2ncc3c2CCCC3NC(=O)C2(C(N)=O)CC2)c1 (configuration not stated)	1	1	1.0	-4.3	9	2	0.7	-0.3	3
CCN1CCN(C2=C(NS(=O)(=O)c3ccc(NC(C)=O)cc3)C(=O)c3ccccc3C2=O)CC1	-1	-6	0.6	-0.2	-60	58*	0.2	-4.0	9
CC(O)c1cccc(NC(=O)Nc2cccc(NC(=O)Nc3cccc(C(C)O)c3)c2)c1 (configuration not stated)	1	-8	-0.7	-2.0	-4	-12	-3.0	-4.6	-13
Cc1cc(C)c2c(=O)cc(C(F)(F)F)oc2n1	4	2	-0.7	-1.5	11	2	1.8	0.3	-7
CCn1c(=O)c2sccc2n(Cc2cccc(C)c2)c1=O	-2	4	0.3	-1.1	2	7	2.3	-2.3	3
COc1cc(/C=N/NC(=O)c2ccc(Cl)cc2)ccc1OCC(=O)N1CC(C)OC(C)C1 (configuration not stated)	0	-2	0.7	-1.6	4	-3	-1.8	-1.9	12
CC1CN(C(=O)CCC(=O)NCc2ccccn2)c2ccccc2O1 (configuration not stated)	-2	-17	-0.6	0.0	-3	-8	0.8	-1.9	1
Cc1ccc(S(=O)(=O)NC2CCCC2)cc1C	-2	1	-0.6	-4.3	-2	7	-1.5	0.4	-9
CCC(C)(C)c1ccc(OCCCC[n+]2ccccc2)c(C(C)(C)CC)c1	0	-1	·	-7.1	12	19	-3.6	0.2	-3
O=C(CO/N=C/c1ccccc1)N1c2ccccc2Oc2ccccc21	0	-12	-2.0	-0.5	1	7	2.4	0.7	2
Nc1cccc2c(=O)[nH][nH]c(=O)c12	8	-7	·	-3.1	6	-11	·	0.0	11
OCCN(CCO)c1nc2ccccc2[nH]1	4	4	·	-1.2	6	5	-1.0	-0.4	-12
NC(=O)c1cc(S(=O)(=O)N2CCN(c3ccc([N+](=O)[O-])cc3)CC2)cs1	-7	4	4.1	-2.7	-41	14	4.4	-1.1	0
C=C(Br)CN1CCN(CC(=C)Br)CC1	0	-2	-2.0	-5.4	0	-2	2.6	0.2	-3
C=CCn1c(SCC(=O)c2ccc(CNC(C)=O)o2)nc2scc(C3CC3)c2c1=O	-2	-19	·	-2.5	-2	-1	-0.4	-1.9	10
CC1CCC2(CC1)NC(=O)N(NC(=O)CCc1c[nH]c3ccccc13)C2=O (configuration not stated)	-2	?	1.5	1.2	0	1	·	-34	0
CCN(CC)C(=O)c1csc(Nc2ccc(C)cc2)n1	-1	-1	-0.2	-0.7	-3	14	1.6	-1.1	7
O=C1C(Cc2ccccc2)Nc2ncnc(N3CCN(c4ccccc4)CC3)c2N1Cc1ccc(Br)cc1 (configuration not stated)	4&3	-5&-10	-1.3&-0.2	-1.2&-3.3	0	-3	3.3	0.2&-0.9	23
Cc1ccc(NC(=O)CN2CCCCC2)c2c1CC(C)(C)O2	-3	-4	·	-0.5	1	-10	-3.1	-1.0	-1
CCN(C1CCCCC1)S(=O)(=O)CCNC(=O)c1ccc2c(c1)OCO2	8	?	1.9	-1.1	13	2	0.2	?	12
Cc1nccc(-c2cc(-c3ccc(Cl)cc3Cl)no2)n1	-2	?	·	-2.0	1	-6	1.8	?	-2
O=c1[nH]c(=S)[nH]c(O)c1N=Nc1ccc(SC(F)F)cc1	-23	0	-1.2	-0.7	-4	6	-1.1	-1.0	24
NC(=O)CCC(NC(=S)Nc1ccccc1)C(=O)O (configuration not stated)	2	0	·	-2.0	8	-1	-0.1	-1.4	7
O=C(CN1C(=O)S/C(=C\c2cccc(Cl)c2)C1=O)NCCCn1ccnc1	0	-4	0.3	-2.8	-3	10	-1.3	-0.4	14

Reprinted at random: 3 entries already listed
SMILES	FBA Mtb inh	BoNT-F LC inh	Mtb BioA inh	FadD28 binding	PrPC TRFRET	CCHFV vOTU inh	Mtb UGM inh	BoNT A protease	GDH-TPI inh
O=c1[nH]c(=S)[nH]c(O)c1N=Nc1ccc(SC(F)F)cc1	-23	0	-1.2	-0.7	-4	6	-1.1	-1.0	24
CCN(C1CCCCC1)S(=O)(=O)CCNC(=O)c1ccc2c(c1)OCO2	8	?	1.9	-1.1	13	2	0.2	?	12
Nc1cccc2c(=O)[nH][nH]c(=O)c12	8	-7	·	-3.1	6	-11	·	0.0	11

Limited to Mtb BioA inh and CCHFV vOTU inh, for 2 of the compounds above:
SMILES,Mtb BioA inh,CCHFV vOTU inh
CCN1CCN(C2=C(NS(=O)(=O)c3ccc(NC(C)=O)cc3)C(=O)c3ccccc3C2=O)CC1,0.6,58*
NC(=O)c1cc(S(=O)(=O)N2CCN(c3ccc([N+](=O)[O-])cc3)CC2)cs1,4.1,14

Additional compounds
SMILES	FBA Mtb inh	BoNT-F LC inh	Mtb BioA inh	FadD28 binding	PrPC TRFRET	CCHFV vOTU inh	Mtb UGM inh	BoNT A protease	GDH-TPI inh
O=CN(c1ccccc1)c1ccc2ccccc2c1	-3	-1	·	-0.9	1	11	1.1	0.1	1
CCCCSc1nc2c(c(=O)n1CC)SC(C)C2 (configuration not stated)	4	-18	4.9	-0.6	7	14	0.4	0.0	16
COc1ccc(CCNC(C)C(=O)Nc2ccc(S(N)(=O)=O)cc2)cc1 (configuration not stated)	-2	-12	·	-2.9	-4	-8	1.2	-1.5	-2
Cc1csc(NC(=O)CCc2ccc(S(=O)(=O)N3CCOCC3)cc2)n1	-2	-33	-0.4	-1.4	3	3	1.9	-0.5	8
O=Cc1ccc2noc(-c3ccc(Cl)cc3)c2c1	8	-6	-0.7	-3.6	2	1	0.4	1.4	0
Cn1c(CC(=O)Nc2ccccc2C(F)(F)F)c(Sc2ccccc2)c2ccccc21	1	4	-0.9	1.0	12	-2	-2.7	-0.1	15
O=C(CNC(=O)c1ccccc1F)N/N=C/c1cc(Br)ccc1OC(=O)/C=C/c1ccco1	1	-3	·	0.3	3	-2	0.5	-0.1	10
Cc1ccoc1C(=O)NCCCNC(=O)c1occc1C	0	-2	-1.8	-2.8	1	9	-3.1	-0.4	4
NC(COCc1ccccc1)c1csc(Nc2ncccn2)n1 (configuration not stated)	-2	-11	-1.4	-3.1	5	-9	·	-0.5	-8
CCCC[C@H]1COCCS(=O)(=O)N1Cc1cccc(F)c1	4	7	-2.0	-2.3	-3	9	-1.7	-0.1	15
CCCCCNC(=O)Cn1c(=O)c2c(ncn2CC(C)C)n(Cc2ccccc2)c1=O	-1	-31	1.5	-4.8	2	6	-0.4	-4.7	-3
CC(=O)Oc1ccc2cc(-c3nc4ccccc4n3C)c(=O)oc2c1	+	7	-2.7	-2.4	-6	-324	0.0	0.8	30
COc1cnc(-c2cccc(C(F)(F)F)c2)[nH]c1=O	2	-4	·	0.3	0	9	0.5	-0.8	4
CCN(CCCNC(=O)COc1cc(=O)n(CC)c2ccccc12)Cc1ccccc1	3	3	1.9	0.1	-10	0	-0.5	0.6	-2
Cc1cccc(NS(=O)(=O)c2ccc3c(c2)CCC(=O)N3)c1	-2&-1	4&3	1.6&3.6	-2.7&-0.3	-2&3	16&5	1.9	-0.3&-1.3	11&4
Nc1ncnc2nn(C3OC(CO)C(O)C3O)nc12 (configuration not stated)	3	2	-0.1	-4.2	8	11	·	-0.1	-4
CSC1=N/C(=C\c2ccccc2F)C(=O)S1	0	13	-0.8	-3.7	-1	12	0.5	2.0	14
COc1ccc(OCC(CO)N2CCN(c3ccccc3)CC2)cc1 (configuration not stated)	-3	2	-1.6	-3.6	4	-8	·	1.0	-4
